# High-throughput results from PubChem.
# CR mimetic SO: reduction of superoxide in aged yeast, primary screen, HTS; superoxide response (% of plate mean), % at 10 µM; actives 0.18% (n = 330,000); AID 2690, 2010; S. cerevisiae aged cells, superoxide DHE fluorescence; stronger effect = lower value;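 active means superoxide response under a set limit, about three screen SD below normal, cut at about 65% in these data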;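 further: yeast aged for seven days with compound at 30 °C before DHE staining; 100% = average MFI of all compound-treated wells on the plate with controls excluded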
# AHR activator: AHR activators, primary screen, cell-based, luminescence, luciferase reporter, human | actives 2.5% (n = 320,000) | AID 2796, 2010 | Aryl hydrocarbon receptor (Homo sapiens), P35869 | AHR-responsive luciferase reporter cells | activation, % at 5 µM; in the data active means activation above about 47%;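 further: 0% = vehicle wells and 100% = reference agonist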
# MEP2-GFP yeast: modulators of MEP2-GFP levels in yeast, primary screen, S. cerevisiae, multiplex flow cytometry, MLPCN library | S. cerevisiae MEP2-GFP strain, 3 h; 100% = DMSO control level | GFP response vs DMSO, % at 10 µM | actives 0.51% (n = 330,000);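 active means GFP response versus DMSO above a set limit, roughly screen mean plus 3 SD, cut at about 180% in these data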;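 further: median GFP fluorescence of the barcode-gated MEP2-GFP cells per well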
# proCasp3 act: activators of human procaspase-3 D3A mutant, primary screen, biochemical, absorbance, PC-3 D3A mutant, single concentration; Caspase-3 (Homo sapiens), P42574; recombinant procaspase-3 D3A, Ac-DEVD-pNA absorbance 405 nm; activation, % at 8.5 µM; actives 0.11% (n = 330,000);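 active means activation above the mean of all tested compounds plus 3 SD, cut at about 21% in these data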;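 further: 0% = DMSO alone and 100% = DMSO wells spiked with extra 5 µM PC-3 D3A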
# Target sequence (P42574 whole entry D9A/D28A/D175A): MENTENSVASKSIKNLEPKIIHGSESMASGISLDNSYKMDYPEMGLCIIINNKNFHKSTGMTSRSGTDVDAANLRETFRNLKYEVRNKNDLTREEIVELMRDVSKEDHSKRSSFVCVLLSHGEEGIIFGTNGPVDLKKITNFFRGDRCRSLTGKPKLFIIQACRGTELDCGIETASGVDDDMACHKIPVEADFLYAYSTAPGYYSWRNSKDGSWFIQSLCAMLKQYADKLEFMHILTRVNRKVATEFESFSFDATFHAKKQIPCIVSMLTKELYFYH
#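 Assay system: Procaspase-3 D3A mutant, all three cleavage aspartates alanine. Buffer or medium: Zinc-free HEPES saline buffer with Triton X-100. Times: 1 h compound preincubation, 2 h substrate hydrolysis at 25 °C. Measured by: 405 nm absorbance of p-nitroaniline, reads at 0 and 120 min. Read-out basis: percent activation relative to control range. Replicates: singlicate.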
# LAP4-GFP MLPCN: modulators of LAP4-GFP expression in yeast, primary screen, S. cerevisiae, multiplex flow cytometry, MLPCN library | 3 h; median GFP as percent of DMSO wells | GFP response vs DMSO, % at 10 µM | actives 0.34% (n = 320,000);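 active means GFP response vs DMSO above a set limit, about the screen mean plus 3 SD, cut at about 150% in these data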
# procasp7 counter: procaspase-7 activators, primary screen, counter-screen for procaspase-3 activator project, biochemical, absorbance, HTS, human; Caspase-7 (Homo sapiens), P55210; recombinant procaspase-7, Ac-DEVD-pNA absorbance 405 nm; D23A/D198A/D206A triple mutant, cannot self-cleave; scale: DMSO 0, 5 µM enzyme 100; activation, % at 8.5 µM; actives 0.093% (n = 330,000);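 active means percent activation above the screen-wide mean plus 3 SD, cut at about 25% in these data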
# Target sequence (P55210 whole entry D23A/D198A/D206A): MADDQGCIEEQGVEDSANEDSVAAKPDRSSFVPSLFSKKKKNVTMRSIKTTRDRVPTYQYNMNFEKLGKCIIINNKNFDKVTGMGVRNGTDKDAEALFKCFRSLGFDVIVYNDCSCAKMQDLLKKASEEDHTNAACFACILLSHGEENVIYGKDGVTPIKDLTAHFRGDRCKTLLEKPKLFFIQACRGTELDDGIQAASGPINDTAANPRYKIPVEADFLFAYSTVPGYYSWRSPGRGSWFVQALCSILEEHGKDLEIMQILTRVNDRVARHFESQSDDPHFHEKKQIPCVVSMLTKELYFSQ
#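 Replicates: singlicate. Assay system: Procaspase-7 triple mutant (PC-7 D3A). Signal: 405 nm absorbance of p-nitroaniline. Times: 1 h preincubation, 2 h reaction. Buffer or medium: Zinc-free HEPES pH 7.4 with 300 mM NaCl, 0.01% Triton X-100. Also added: DEVD-pNA substrate. Benchmarks: DMSO wells as 0%, DMSO with 5 µM added PC-7 as 100%.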
# GASC-1 inh: inhibitors of GASC-1 histone demethylase, primary screen, biochemical, fluorescence, DELFIA europium | GST-JMJD2C(1-420) H3K9me3 demethylation | inhibition, % at 2.35 µM | actives 0.069% (n = 330,000);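 active means more than half of a compound's replicate wells show inhibition beyond 50%, single wells judged on their own value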;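 further: signal counts dimethyl H3K9 product captured on neutravidin plate; 0% = median of DMSO wells and 100% = 0.3 times that DMSO median; strong numbers were not always called active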
# Target sequence (Q9H3R0 1-420 limits assumed): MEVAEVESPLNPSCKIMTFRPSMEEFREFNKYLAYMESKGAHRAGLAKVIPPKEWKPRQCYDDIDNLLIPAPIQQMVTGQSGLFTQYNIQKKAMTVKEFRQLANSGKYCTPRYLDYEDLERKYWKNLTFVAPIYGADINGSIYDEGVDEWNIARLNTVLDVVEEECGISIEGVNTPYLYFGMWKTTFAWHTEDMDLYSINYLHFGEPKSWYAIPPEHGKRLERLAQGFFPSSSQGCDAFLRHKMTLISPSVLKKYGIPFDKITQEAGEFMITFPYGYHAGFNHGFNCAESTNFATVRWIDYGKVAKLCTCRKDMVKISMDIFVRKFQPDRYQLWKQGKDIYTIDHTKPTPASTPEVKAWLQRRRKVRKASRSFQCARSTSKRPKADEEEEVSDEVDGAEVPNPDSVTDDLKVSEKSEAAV
# RPL19A TOR yeast: RPL19A-GFP expression modulators in yeast, primary screen, cell-based, S. cerevisiae, multiplex flow cytometry, MLPCN; S. cerevisiae RPL19A-GFP strain, 3 h; stronger effect = lower value; actives 0.3% (n = 330,000); percent response vs DMSO, % at 10 µM;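 active means percent response vs DMSO below 50%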;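 further: median channel GFP fluorescence of the barcoded RPL19A-GFP strain; ratio of sample median GFP to plate DMSO average so 100% = DMSO; lower means less RPL19A-GFP as with rapamycin TOR inhibition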
# Active calls of the source: *; / = not tested or not shown; [ ] = dose if it differs, or a comment.
SMILES,CR mimetic SO,AHR activator,MEP2-GFP yeast,proCasp3 act,LAP4-GFP MLPCN,procasp7 counter,GASC-1 inh,RPL19A TOR yeast
O=C(CN1C(=O)C2CC=CCC2C1=O)Nc1ccc(Br)cc1 (stereo not given),104.6,2.9,97.2,-1.8,113.2,5.1,2.5,102.3
CCCc1sc(N/N=C/c2ccccn2)nc1-c1ccc(F)cc1,102.1,32.4,93.3,-8.5,140.6,-13.4,2.4,94.4
O=C(Nc1ccc2c(c1)C(=O)NC2=O)c1ccccc1Cl,98.3,0.6,100.5,6.0,104.2,9.1,2.5,99.3
O=C(CSc1ncccn1)NN=C1CCCCCC1,107.1,1.3,99.6,1.2,91.7,0.7,-19.3,107.8
Cc1ccc(C)c(OCCCCN2CCNCC2)c1C,95.8,1.6,132.8[may fluoresce violet],0.3,87.8[may fluoresce violet],1.9,-10.3,76.1[may fluoresce violet]
Cc1cccc(Cl)c1OCCN1CCCC1,111.0,1.6,102.1,4.6,96.5,-3.7,-4.0,99.7
CCOC(=O)c1c(C)[nH]c(C(=O)COC(=O)c2ccco2)c1C,105.7,4.4,103.0,-4.6,102.7,0.0,10.3,95.6
COc1ccc(C(CNC(=O)CN2C(=O)NC3(CCCC3)C2=O)N(C)C)cc1 (stereo not given),98.3,-0.7,110.5,1.3,113.8,-1.9,10.6,113.3
CC(C)(CO)CNC1CCCN(C2Cc3ccccc3C2)C1 (stereo not given),117.2,3.8,110.4,0.5,92.1,5.0,22.3,100.8
COc1cc(/C=C(/C(=O)c2cccs2)c2nc3ccccc3[nH]2)ccc1O,101.4,56.9*,104.9,0.4,76.3,-0.7,-2.2,104.2
Cc1cc(C)nc(NS(=O)(=O)c2ccc(NS(=O)(=O)c3ccsc3)cc2)n1,122.9,3.9,118.5,10.7,/,4.8,10.8,94.5
CCCCc1ccc(NC(=O)c2ccc(N(C)S(C)(=O)=O)cc2)cc1,105.4,3.6,97.7,6.6,97.6,4.2,9.3,101.1
CCc1cc(=O)oc2c(C)c(OS(C)(=O)=O)ccc12,105.3,8.9,99.1,6.2,113.6,5.6,-4.5,104.2
CC(O)CC(C)O (stereo not given),75.5,0.0,94.7,12.5,104.2,7.1,8.9,98.8
C/C(=N\Nc1nc(N)cc(Cl)n1)c1cccc(N)c1,98.3,65.3*,104.6,1.0,92.5,-2.3,21.0,100.9
COc1ccc(C=NCCCN2CCOCC2)cc1,94.5,3.0,89.3,2.6,92.2,-1.3,14.7,94.3
N#Cc1c2ncn(CC(=O)c3ccc(Br)cc3)c(=O)c2c2n1CCC2,108.8,0.5,107.8,7.5,106.4,-14.4,8.5,98.8
Cc1cccc2c1cnn2C(=O)Nc1cc(F)ccc1F,96.8,1.9,107.7,1.3,98.5,-0.4,6.8,102.8
CCN1CCN(C(=O)C2CCN(c3nnc(-n4c(C)ccc4C)s3)CC2)CC1,90.2,-0.2,95.9,3.0,97.2,1.2,-6.3,98.0
COc1ccc2oc(N)c(C=O)c(=O)c2c1,103.3,-1.4,109.9,2.4,92.7,7.0,12.5,109.6
Cc1nnc2ccc(-c3ccc(NC(=O)c4ccc(Cl)nc4)cc3)nn12,103.1,-3.3,93.8,2.6,105.0,2.7,8.4,98.0
CCN1CCc2c(OCC(=O)N3N=C(c4cccs4)CC3c3ccc(F)cc3)cccc2C1=O (stereo not given),117.3,10.9,99.8,-3.7,93.9,-1.1,1.1,99.4
Cc1ccc(S(=O)(=O)NCC2NCCc3ccccc32)cc1 (stereo not given),103.7,-1.5,99.7,7.5,95.5,-3.6,-0.9,102.1
COC(C/C=C/[C@@H](O)[C@@H](C)OCc1ccccc1)OC,88.8,2.2,99.2,-3.9,124.6,0.0,-3.9,104.5
COC(=O)c1ccccc1NC(=O)N1CCN(S(C)(=O)=O)CC1,100.2,4.2,122.5,-4.6,104.9,-3.8,28.5,98.1
O=C1c2cc3ccccc3c(-c3ccccc3)c2C(=O)N1c1ccccn1,89.8,-1.8,/,-1.2,/,-10.0,-8.0,/
COc1ccc(CCC(=O)Nc2cccc(S(=O)(=O)N3CCCCCC3)c2)cc1OC,117.3,1.2,96.4,4.0,96.2,0.4,6.4,101.2
Cc1nc(S(=O)(=O)Cc2ccccc2)nc2c1CCC2,90.4,-0.2,105.1,-2.1,105.7,9.0,1.1,108.1
CN(C)C(CNC(=O)CSc1nnc(-c2ccco2)o1)c1ccccc1 (stereo not given),84.0,0.8,96.1,7.7,85.5,4.9,-4.5,100.5
CCOc1ccc(NC(=O)CN(C)C(=O)CSCc2cccc(C)c2)cc1OCC,99.9,3.9,98.9,1.4,100.9,-0.1,3.2,99.9
Cc1cc(C)c(S(=O)(=O)Nc2ccccc2C(=O)N2CCOCC2)c(C)c1,101.5,-0.2,104.2,1.2,96.9,-1.4,-0.3,105.1
Cc1cc(C)n(C(=O)c2cccc([N+](=O)[O-])c2C)n1,90.8,-1.1,102.9,-2.0,97.5,-2.4,2.3,103.2
O=S(=O)(c1ccccc1)N1CCN(Cc2ccc(Cl)cc2)CC1,95.4,3.7,108.4,3.2,97.0,4.6,-19.2,98.9
CCOC(=O)c1c(NC(=O)CN2C(=O)NC3(CCCCC3C)C2=O)sc(C)c1C (stereo not given),105.8,13.7,102.6,-5.2,88.6,-2.0,23.4,99.8
CCCc1[nH]n(-c2nc3ccccc3s2)c(=O)c1C=NCCCOC,100.7,2.1,109.5,11.3,114.0,-80.0,2.3,105.7
CCc1c(C)[nH]n(-c2nc(-c3cccc([N+](=O)[O-])c3)cs2)c1=O,102.3,8.7,105.9,2.1,99.3,-1.5,-0.8,105.7
O=C(Nc1nnc(C2CC2)s1)c1cccs1,98.0,14.7,103.5,-0.6,96.9,-1.2,1.3,106.7
COc1ccc(-c2cc(C(F)(F)F)nc(NCc3cccnc3)n2)cc1,103.6,11.6,100.8,1.2,106.8,-7.8,7.1,/
O=C(COC(=O)c1ccco1)NCc1ccc(F)cc1,93.2,-0.2,116.8,3.6,104.8,2.3,4.5,101.9
Cc1c(S(=O)(=O)c2ccccn2)c(N)n(Cc2ccccc2)c1C,98.1,0.4,96.3,-19.7,95.3,-9.7,4.7,96.2

# A run of entries of the results above, as a working copy:
SMILES,CR mimetic SO,AHR activator,MEP2-GFP yeast,proCasp3 act,LAP4-GFP MLPCN,procasp7 counter,GASC-1 inh,RPL19A TOR yeast
Cc1cc(C)c(S(=O)(=O)Nc2ccccc2C(=O)N2CCOCC2)c(C)c1,101.5,-0.2,104.2,1.2,96.9,-1.4,-0.3,105.1
Cc1cc(C)n(C(=O)c2cccc([N+](=O)[O-])c2C)n1,90.8,-1.1,102.9,-2.0,97.5,-2.4,2.3,103.2
O=S(=O)(c1ccccc1)N1CCN(Cc2ccc(Cl)cc2)CC1,95.4,3.7,108.4,3.2,97.0,4.6,-19.2,98.9

# The list continues.
SMILES,CR mimetic SO,AHR activator,MEP2-GFP yeast,proCasp3 act,LAP4-GFP MLPCN,procasp7 counter,GASC-1 inh,RPL19A TOR yeast
Cc1ccc2[nH]c(=O)c(CN3CCCCC3)c(-c3ccccc3)c2c1,97.9,0.3,93.0,7.0,92.4,-1.3,9.2,88.0
CCOc1cc(C(=S)N2CCCC2)ccc1OCc1ccccc1,104.6,1.0,102.2,2.6,100.9,4.1,-9.5,103.4
CC(=O)c1ccc(N2CCN(S(=O)(=O)c3cccc4nsnc34)CC2)cc1,107.4,-3.3,89.3,0.6,89.1,-2.5,-8.3,86.8
Cc1ccc(NC(=O)c2ccc3c(c2)OCCO3)cc1C,103.9,-11.4,101.5,5.2,100.5,8.5,10.6,106.2
O=C(Nc1nc2ccccc2[nH]1)Nc1ccccc1F,106.2,48.4*,108.3,4.7,99.0,-0.8,-7.9,101.0
Cc1cc(C(=O)CSc2nc3ccccc3o2)c(C)n1C1CC1,97.4,-4.5,100.2,-3.4,109.9,3.4,-9.6,94.2
CCOc1cc(CN2CCN(S(=O)(=O)Cc3ccccc3)CC2)ccc1OC,100.3,1.8,101.8,3.5,104.0,7.5,2.4,98.6
CSc1nc2sc3c(c2c(=O)n1C)CCCC3,99.8,-1.4,91.0,6.1,95.0,5.8,6.5,88.8
O=C(O)CCn1cc(C(=O)O)c(-c2ccccc2)n1,104.6,-0.1,101.4,11.1,96.6,-8.6,-0.3,106.8
CCN(CC)c1nc(Nc2ccccc2)nc(Oc2ccc(C(=O)OC)cc2)n1,83.1,5.4,97.8,4.9,92.6,2.4,-1.2,91.0
O=C(NC1=NCCS1)c1ccc(Cl)c(S(=O)(=O)N2CCCC2)c1,107.9,1.2,106.7,3.0,106.2,3.6,-35.5,105.2
O=S(=O)(c1ccc(Br)c2ccccc12)N1CCOCC1,90.7,6.0,105.7,4.5,101.3,0.0,-17.2,105.0
COC(=O)c1ccc(C(=O)OC)c(NC(=O)COC(=O)C2CC2C)c1 (stereo not given),105.9,6.0,96.1,-8.1,106.7,1.9,-1.1,104.7
CCc1cc(C(=O)N2CCN(S(=O)(=O)c3cc(C)ccc3C)CC2)sc1C,82.5,0.6,98.4,0.7,109.0,-1.9,2.7,94.4
COc1ccc(C)cc1NC(=O)CN(C)S(=O)(=O)c1cccs1,97.3,1.6,99.6,-3.5,106.0,10.0,6.5,100.2
COc1cccc(Cc2n[nH]c(=S)n2Cc2ccco2)c1,95.2,-1.2,97.7,-7.4,107.7,-15.5,8.2,96.0
c1ccc(COc2ccc(-c3sc(Nc4ccccc4)n[n+]3-c3ccccc3)cc2)cc1,95.0,79.9*,104.7,2.0,97.6,-5.0,-8.8,101.8
O=C(COC(=O)c1ccc(CO)cc1)c1ccc(S(=O)(=O)N2CCCCC2)cc1,126.4,0.8,107.5,-3.0,95.9,-7.3,-5.7,99.4
CCCCOc1ccc(N2C(N)=NC(N)=NC23CCCCC3)cc1,97.8,-1.4,118.7,-3.2,99.5,6.5,0.2,105.6
Cc1ccccc1OCC(=O)NCC(=O)N/N=C/c1ccc(Br)o1,103.4,-7.0,103.1,-6.5,83.3,3.5,-0.2,96.9
Cc1ccc(S(=O)(=O)Nc2ccc(S(=O)(=O)N3CCOCC3)cc2)cc1[N+](=O)[O-],104.5,-1.2,106.3,-0.5,100.6,-2.1,0.9,100.9
CN1CCc2c(sc3nc(SCC(N)=O)n(-c4ccccc4)c(=O)c23)C1,98.4,7.5,101.2,-1.2,104.8,-12.8,9.7,104.6
COc1ccc(C(=O)OCC(=O)N2CCCCC2)cc1[N+](=O)[O-],92.1,3.1,119.6,2.3,105.1,11.2,0.0,105.2
Cc1ccc(S(=O)(=O)N2CCCC2C(=O)NCc2ccncc2)cc1 (stereo not given),101.2,5.0,112.0,0.8,100.0,-0.3,9.5,97.7
COc1cccc(NC(=O)CN2CCN(c3ccc(F)cc3)CC2)c1,162.0,2.4,100.0,-4.7,91.0,1.4,10.5,98.2
CN1CCN(c2ccc(Cl)cc2NC(=O)/C=C/c2ccc(F)cc2)CC1,98.0,1.8,100.3,6.1,106.0,5.3,-13.7,103.5
